Nrf2 activator – qHTS of Nrf2 Activators. AREc32 ARE-luciferase reporter (MCF7-derived line), luminescence, 24 h. Potency, µM (series often up to 46.1 µM), without a hit: at the highest dose activation, actives largely listed as activators. 0.31% of 410,000 active. AID 624171, 2012; also: % of control where 0% means no effect; nearly all actives have a fitted effect of over 65% in size
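Reporter line AREc32 (ARE-Fluc), seeded overnight in OPTI-MEM with 5% FBS; compound pin-transferred, 24 hr at 37 deg C, 5% CO2; luminescent read-out.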
ATXN viability – Viability Counterscreen for Primary qHTS for Inhibitors of ATXN expression. 0.49% of 400,000 active. Potency, µM (series often up to 56.7 µM), most hits filed as cytotoxic. S2 cells (HEK-293 line with an ATXN2-luciferase reporter) viability, CellTiter-Fluor protease fluorescence, 24 h. AID 651635, 2014; also: nearly all actives have a fitted effect of over 40% in size
TGFb inhibitor – qHTS for Inhibitors of TGF-b; Potency, µM (doses to about 46.1 µM), for the others: at the highest dose activity, negative = inhibition, hits mostly inhibitors; HepG2 CAGA-GFP TGF-b/SMAD3 reporter, GFP fluorescence, 18 h; TGF-beta stimulated, 500 pg/mL final; 1.2% of 410,000 active; also: % is scaled to controls: 0 for no effect and ±100 for the full control effect; nearly all actives have a fitted effect of over 65% in size
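Inhibition was scored as loss of TGF-beta-induced (500 pg/mL final, 18 hours, 37 degrees C) GFP in HEPG2 cells carrying a CAGA-GFP reporter, in DMEM with 1% FBS. Well GFP was summed per cell; Activity was normalised to unstimulated and stimulated DMSO wells, then concentration-response fitting.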
HepG2 tox – qHTS for Inhibitors of TGF-b: Cytotox Counterscreen | HepG2 CAGA-GFP viability, ATP luminescence, 18 h | Potency, µM (titrated, usually from 46.1 µM), for inactives: at the highest dose activity change, negative = cytotoxicity, most hits filed as cytotoxic | 0.76% of 410,000 active; also: some results filed as inactive show a strong effect at the top dose
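HepG2 CAGA-GFP cells (1000/well, DMEM with 1% FBS) received compound, then TGF-beta at 500 pg/mL final, and were incubated 18 hours at 37 degrees C. Viability was read by CellTiter-Glo luminescence. Media-only wells were set as complete cell-killing and DMSO as no toxicity.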
EPAC2 antag – qHTS for Antagonist of cAMP-regulated guanine nucleotide exchange factor 2 (EPAC2): primary screen; Potency, µM (highest dose often 114 µM), without a hit: at the highest dose activity, negative = inhibition, hits mostly inhibitors; EPAC2 GEF exchange of Rap1B-BODIPY-GDP, fluorescence; Rap guanine nucleotide exchange factor 4 (Homo sapiens), Q8WZA2; AID 720708, 2013; 0.18% of 360,000 active; also: % is scaled to controls: 0 for no effect and ±100 for the full control effect; nearly all actives have a fitted effect of over 45% in size; many of its hits are not listed in these tables
Target sequence (Q8WZA2 whole entry, looked up): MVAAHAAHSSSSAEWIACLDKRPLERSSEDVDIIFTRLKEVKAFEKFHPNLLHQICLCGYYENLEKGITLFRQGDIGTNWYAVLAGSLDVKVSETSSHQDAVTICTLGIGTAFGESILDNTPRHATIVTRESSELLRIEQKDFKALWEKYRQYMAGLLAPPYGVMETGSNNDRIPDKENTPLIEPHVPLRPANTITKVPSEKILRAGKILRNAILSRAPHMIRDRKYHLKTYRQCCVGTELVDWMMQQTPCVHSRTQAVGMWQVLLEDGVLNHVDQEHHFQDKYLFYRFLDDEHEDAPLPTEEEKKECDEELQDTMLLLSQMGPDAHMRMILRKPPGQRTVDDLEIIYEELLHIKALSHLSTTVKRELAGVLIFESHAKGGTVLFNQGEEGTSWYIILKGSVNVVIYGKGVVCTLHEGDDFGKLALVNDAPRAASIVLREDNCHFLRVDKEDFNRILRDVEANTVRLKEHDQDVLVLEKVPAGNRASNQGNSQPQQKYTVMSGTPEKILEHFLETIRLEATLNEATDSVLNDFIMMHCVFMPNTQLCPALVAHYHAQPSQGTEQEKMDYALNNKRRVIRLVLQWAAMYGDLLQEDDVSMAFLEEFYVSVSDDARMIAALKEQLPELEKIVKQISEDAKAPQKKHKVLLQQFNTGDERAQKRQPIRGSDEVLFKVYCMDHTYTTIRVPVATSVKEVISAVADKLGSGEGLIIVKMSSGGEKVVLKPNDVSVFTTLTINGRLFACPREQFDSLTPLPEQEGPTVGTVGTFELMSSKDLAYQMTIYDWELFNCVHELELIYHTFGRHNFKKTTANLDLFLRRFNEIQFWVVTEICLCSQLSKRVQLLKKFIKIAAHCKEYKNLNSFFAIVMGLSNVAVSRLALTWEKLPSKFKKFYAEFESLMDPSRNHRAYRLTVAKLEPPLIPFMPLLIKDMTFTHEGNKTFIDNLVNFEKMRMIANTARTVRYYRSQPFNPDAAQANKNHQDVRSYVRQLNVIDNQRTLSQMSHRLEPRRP
Nrf2 block – Nrf2 qHTS screen for inhibitors. 2.1% of 360,000 active. Potency, µM (highest dose often 46 µM), for the others: top-dose activity change, negative = inhibition, actives largely listed as inhibitors. A549 ARE-Fluc reporter, luciferase luminescence, 18-24 h; also: % is scaled to controls: 0 for no effect and ±100 for the full control effect; nearly all actives have a fitted effect of over 60% in size
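Cells were seeded and rested 2 h, then exposed to compounds for 18-24 h. CellTiter-Fluor was read first as a viability measure. BugLite was added 15 min before the final luminescent read of ARE-luciferase activity in A549 cells.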
MCF10A rereplic – A quantitative high throughput screen for small molecules that induce DNA re-replication in MCF 10a normal breast cells | MCF 10A DNA re-replication, Hoechst nuclear intensity, 48 h | Potency, µM (titrated, usually from 46.1 µM), inactives show top-dose activity, positive = re-replication, actives largely listed as activators | 2.9% of 350,000 active | AID 624296, 2012; also: % of control where 0% means no effect; nearly all actives have a fitted effect of over 50% in size
A549 viability – Nrf2 qHTS screen for inhibitors: counterscreen for cytotoxicity. A549 ARE-Fluc cells, CellTiter-Fluor viability, 18-24 h. Potency, µM (titrated, usually from 46 µM), for inactives: at the top dose activity change, negative = cytotoxicity, usual class: inhibitors. 0.16% of 390,000 active. AID 504648, 2011; also: % is scaled to controls: 0 for no effect and ±100 for the full control effect
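A549 ARE_Fluc cells in 5% FBS OPTI-MEM were exposed to compounds in concentration-response for 18-24 h at 37 deg C. Viability was read by CellTiter-Fluor fluorescence (Ex 405/Em 525) after 30 min, before the luciferase read.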
ATXN2 expr inh – Primary qHTS for Inhibitors of ATXN expression; 0.72% of 360,000 active; HEK-293 ATXN2-luciferase reporter, luminescence, 24 h; Potency, µM (highest dose often 57 µM), for inactives: top-dose activity change, negative = inhibition, most hits filed as inhibitors; also: % is scaled to controls: 0 for no effect and ±100 for the full control effect; nearly all actives have a fitted effect of over 55% in size
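qHTS (up to 57 uM final) was run with 24 h compound exposure of reporter cells at 37 °C. Each well was multiplexed: SteadyGlo luminescence measured ATXN2-luciferase expression after a fluorogenic Gly-Phe-AFC viability readout (25 uM final).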
Numbers without * were called inactive; i = inactive; ? = inconclusive; / = no result given; & = joins results of further samples; ! = not active in a repeat; [ ] = dose if it differs, or a comment. Calls follow the shape of the dose curve; as a rule, active = well fitted curve in the direction sought with a large enough effect; inconclusive = small, poorly fitted or top-dose-only effect, or another doubt; inactive = no such curve, though single readings can be large; an effect the other way counts as inactive or inconclusive. Potency is read from the fitted curve at half-maximal effect. An excerpt, so the mix of outcomes need not match the whole.

SMILES	Nrf2 activator	ATXN viability	TGFb inhibitor	HepG2 tox	EPAC2 antag	Nrf2 block	MCF10A rereplic	A549 viability	ATXN2 expr inh
Cc1ccc(S(=O)(=O)N2CCN(S(C)(=O)=O)C2c2ccccc2)cc1 (configuration not stated)	0.6%	i	0%	3%	-3%	/	3%	10%	-12%
COc1cc(OC)nc(Oc2ccccc2C(=O)Oc2ccccc2Cl)n1	-0.3%	i	-1%	-9%	-15%	-6%	3%	-5%	-11%
Cc1cc(C)c(S(=O)(=O)C(C)C)c(=O)[nH]1	-0.8%	i	2%	-18%	0%	1%	4%	-1%	4%
COc1ccc(-n2c(=O)c3ccccc3n(Cc3ccccc3F)c2=O)cc1OC	-2.0%	i	-29%	0%	-5%	-15%	23%	6%	/
CCCCNCC(=O)Nc1sc(C)c(C)c1C(=O)OCC	-0.6%	i	-6%	-3%	-28%	10%	5%	19%	4%
O=C(CN1CCN(c2cccc(C(F)(F)F)c2)CC1)Nc1cccc(C(F)(F)F)c1	0.2%	i	?	-18%	-18%	-4%	18%	0%	-8%
CCC1Oc2ccc(Cl)cc2N(CC(=O)O)C1=O (configuration not stated)	-0.2%	i	-7%	3%	9%	-4%	0%	-2%	2%
Oc1ccc(Nc2nc3ccccc3n3cnnc23)cc1	4.5%	i	-17%	-25%	/	?	/	6%	4%
COC(=O)CNC(=O)C1Cc2ccccc2CN1S(=O)(=O)c1ccc(F)cc1 (configuration not stated)	-0.8%	?	-3%	3%	-3%	6%	0%	-6%	/
COc1ccccc1Nc1nn2c(=O)c3ccc(C(=O)N4CCCC(C)C4)cc3nc2s1 (configuration not stated)	0.1%&6.8%	32µM*!	-27%&-55%	8%&1%	-1%	?	?	-7%&-18%	?
CCC(CO)Nc1ncnc2c1cnn2-c1ccc(OC)cc1 (configuration not stated)	-1.9%	i	-2%	-7%	1%	?	23%	0%	-23%
O=C1CC(C(=O)NCCc2ccccc2)SC(=Nc2ccccc2)N1 (configuration not stated)	-0.7%	i	8%	0%	4%	1%	-11%	1%	-19%
NC(=O)c1c(NC(=O)c2cccs2)sc2c1CCCCCC2	4.1%	?	-15%	-31%	-2%	14%	-3%	-1%	38%[activator]
CC1=C(C(=O)N(C(C)C)C(C)C)CC(CC(=O)NCCCCc2ccccc2)C(=O)N1Cc1ccc(F)cc1 (configuration not stated)	0.4%	?	7.9µM*	3%	-19%	/	/	/	?
Cc1ccc(C)c(NC(=O)N2CC=C(c3c[nH]c4ccccc34)CC2)c1	4.3%	/	5%	-48%	/	-14%	/	-6%	/
Cc1ccc(C(C(=O)NC2CCCCC2)N2CCOCC2)cc1 (configuration not stated)	0.3%	i	12%	-16%	4%	11%	-9%	3%	3%
Cc1cc(C(=O)CSc2nnc(-c3ccc4c(c3)OCO4)o2)c(C)n1-c1ccc(F)cc1	-0.6%[9.22 µM]	i	?	-2%	3%	-5%	?	2%	-2%
Cc1ccccc1C(=O)NCC(c1ccco1)N1CCc2ccccc21 (configuration not stated)	0.2%	i	0%	2%	-20%	-25%	5%	-1%	4%
Cc1ccc(C(O)c2ncc(-c3ccccc3)[nH]2)c(C)c1 (configuration not stated)	1.1%	i	5%	-14%	-8%	/	/	/	4%
COc1ccc(-c2cc(C(=O)N3CCCCC3C)no2)cc1OC (configuration not stated)	6.2%	/	/	-19%	/	12%	/	-2%	/
Cn1c(CNc2cccc(Cl)c2)nnc1SCC#N	0.5%	i	2%	0%	-4%	2%	6%	0%	-14%
COc1ccc(NC(=O)/C(C#N)=C/c2ccc3c(c2)n(C)c(=O)n3C)cc1	0.0%	i	19%	6%	-2%	-25%	13%	0%	-4%
CCOc1ccc(S(=O)(=O)N2CCC(N3CCN(Cc4ccc(C)cc4)C(=O)C3=O)CC2)cc1	-0.8%	i	-8%	1%	/	0%	/	11%	-4%
Cc1ccc([C@@H]2CC=C(C(=O)O)[C@H](c3cccc(Cl)c3)N2S(=O)(=O)c2ccccc2C)cc1	-0.3%	i	?	-12%	-2%	?	?	?	-10%
O=C(N=C1SC2CS(=O)(=O)CC2N1c1ccccc1)C1CC1 (configuration not stated)	0.2%	i	-1%	-4%	16%	2%	0%	-3%	/
CN(CC(=O)Nc1ccc(C(N)=O)cc1)CC(=O)Nc1ccccc1Br	-0.6%	i	0%	-3%	1%	?	-14%	5%	-19%
Cc1ccc(C(=O)N2CCN(S(=O)(=O)c3ccc(Br)cc3)CC2)o1	2.2%	i	-4%	-9%	-3%	-15%	12%	3%	-19%
Cc1cc(-c2nnc(SCC(=O)Nc3cccc(C)c3C)n2N)n[nH]1	-0.2%	i	3%	-4%	-12%	-17%	0%	-8%	/
COC(=O)[C@]12CCCCC=C1N(Cc1ccco1)C(=O)[C@H](CC(=O)N1CCN(C(=O)c3ccco3)CC1)C2	0.4%	i	/	/	7%	/	/	/	5%
N#Cc1cccc(NC(=O)C2CCN(S(=O)(=O)c3ccc4c(c3)CCCN4C(=O)C3CCC3)CC2)c1	4.0%	?	-22%	-19%	/	/	/	-14%	-14%
CCCN1CCc2nc(N3CCN(CC)CC3)ncc2C1	3.4%	i	27%	8%	/	/	/	-20%	6%
Cc1ccc(-n2c(Cn3nc(C(F)F)cc3C(F)F)n[nH]c2=S)cc1	-1.1%	i	24%	4%	3%	/	-15%	-4%	24%
CCN1CCN(CC(=O)N/N=C/c2ccc(F)cc2F)CC1	-0.2%	i	-4%	8%	2%	8%	6%	10%	-4%
CC(NC(=O)COC(=O)Cc1ccccc1[N+](=O)[O-])c1ccccc1 (configuration not stated)	-0.7%	i	1%	7%	8%	-3%	8%	-1%	22%
CCS(=O)(=O)N1CCC(NC(=O)C2CCCCC2)CC1	-0.3%	i	9%	-8%	-1%	13%	1%	8%	4%
COc1ccc(-n2c(C)cc(=O)[nH]c2=O)cc1	0.6%	i	-4%	9%	1%	4%	1%	1%	-8%
CC(C)(C)c1cnnn1-c1cccc([N+](=O)[O-])c1	-0.5%	i	-1%	-15%	14%	-4%	5%	-6%	2%
O=C(O)c1cccc(NC(=O)c2ccccc2NC(=O)c2cccs2)c1	-1.4%	?	0%	-1%	-4%	/	/	/	/
O=[N+]([O-])c1c(NCCCO)cc(N2CCCCCC2)c2nonc12	-0.4%	?	?	-27%	0%	-20%	0%	-28%	-27%
CC(C)c1cccc(C(C)C)c1NC(=O)CCN1C(=O)NC2(CCCC2)C1=O	-0.1%	i	-12%	2%	-5%	-3%	0%	8%	-4%
COc1ccc2oc(=N)c(C(=O)Nc3ccccc3Cl)cc2c1	8.7%	i	68%[activator]	-12%	7%	?	-1%	0%	/
Cc1ccc2[nH]c(=O)c(NC(N)=S)nc2c1	0.5%	i	6%	-1%	2%	0%	5%	-4%	-1%
CCCCN1CC[C@H]2C=CC[C@@H](C(=O)N3CCOCC3)[C@H]2C1=O	0.1%	i	0%&-9%	-18%&6%	-2%	5%	28%	2%	4%
COc1ccc(C)cc1NC(=O)CSc1nc(=O)n(Cc2ccncc2)c2c1CCC2	11%	i	?	-42%	/	/	/	0%	?
O=C(O)CN1C(=O)CC(Cc2ccccc2)C1=O (configuration not stated)	2.5%	i	-9%	14%	8%	-21%	-156%[0.0737 µM]	-4%	2%

Results in TGFb inhibitor (3 entries from above):
| canonical_smiles | TGFb inhibitor |
| --- | --- |
| CC(NC(=O)COC(=O)Cc1ccccc1[N+](=O)[O-])c1ccccc1 (configuration not stated) | 1% |
| CCS(=O)(=O)N1CCC(NC(=O)C2CCCCC2)CC1 | 9% |
| COc1ccc(-n2c(C)cc(=O)[nH]c2=O)cc1 | -4% |

(next part)
SMILES	Nrf2 activator	ATXN viability	TGFb inhibitor	HepG2 tox	EPAC2 antag	Nrf2 block	MCF10A rereplic	A549 viability	ATXN2 expr inh
COc1ccc(C(=O)NC2CCCCC2)cc1OC1CCN(C(C)C)CC1	-0.2%	i	?	10%	16%	2%	1%	-3%	4%
O=C(Cc1cccs1)Nc1nnc(Cc2ccccc2)s1	5.6%	?	0%	3%	26%	/	15%	6%	6%
COc1ccc(C2=Nn3c(nnc3-c3ccccc3)SC2)cc1OC	2.9%	i	20%	-18%	3%	-14%	?	-2%	0%
Cc1ccc(C(NC(=O)C2CCN(CCOc3ccccc3)CC2)c2ccccn2)cc1 (configuration not stated)	-1.0%	i	-2%	-20%	10%	/	/	/	0%
CCNc1nc2c(c(=O)n(C)c(=O)n2C)n1CCCc1ccccc1	0.2%	i	-9%	-14%	2%	?	?	3%	-31%
COC(=O)c1ccccc1NC(=O)c1ccc(NS(C)(=O)=O)cc1	1.9%	?	1%	4%	-4%[57.1 µM]	-22%	0%	-7%	-4%
Cc1cc(Cl)ccc1NC(=S)Nc1cccnc1	3.2%	i	-13%	0%	0%	4%	-182%[0.0737 µM]	?	-3%
CC(C)CC[n+]1ccn(-c2nc3ccccc3nc2[N-]S(=O)(=O)c2ccccc2)c1	-0.2%	i	-6%	-17%	10%	-3%	-4%	-2%	1%
O=[N+]([O-])c1ccccc1/C=N/n1c(-c2ccccc2)n[nH]c1=S	4.0%	i	-11%	-7%	-11%	2%	5%	1%	-26%
O=C(CSc1nnc(-c2ccccc2)o1)OCc1ccccc1	-1.5%	i	12%	-1%	-2%	-10%	17%	-5%	-10%
COc1cccc(NC(=O)CN(C)C(=O)c2cccc(S(=O)(=O)Nc3ccccc3OC)c2)c1	0.1%	i	-4%	-23%	-5%	-7%	-4%	1%	3%

Source: PubChem BioAssay (National Center for Advancing Translational Sciences (NCATS))
